# TCR activator = Activators of T cell receptors: qHTS campaign. primary human leukocytes, anti-CD3, IL-2 HTRF, 48 h. Potency, µM (highest dose often 9.22 µM), for the others: at the top dose activation of IL-2 secretion, most hits filed as activators. 330,000 tested, under 10 active. AID 504894, 2011; also: % of control where 0% means no effect
#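 Activity was scored as IL-2 release from primary human leukocytes given only a TCR signal (a-CD3 beads) plus compound for 48 hr. Detection used a two-antibody HTRF format read at 665nm.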
# Integrin act MD = qHTS for Activators of Integrin-Mediated Alleviation for Muscular Dystrophy; AID 624291, 2012; Potency, µM (doses to about 38.3 µM), for inactives: at the highest dose activation, usual class: activators; alpha7betagal myoblasts, beta-gal FDG fluorescence, 48 h; 350,000 tested, 0.064% active;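 also: potency is read from the fitted curve at half-maximal effect; 100% = response of the positive control SU9516; nearly all actives have a fitted effect of over 60% in size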
#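 Alpha7betagal+/- myoblasts (passage 13) were plated 16-24 hr, then exposed to compounds (1:260 dilution of DMSO stock) for 48 hours at 37C. After MPER lysis, β-galactosidase reporter activity was read as FDG fluorescence (ex 480/em 540) after 30 minutes.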
# Mito fusion act = qHTS Assay for Small Molecule Inhibitors of Mitochondrial Division or Activators of Mitochondrial Fusion; Potency, µM (top dose mostly 46.1 µM), for the others: at the highest dose growth rescue (activation), hits mostly activators; S. cerevisiae fusion-defective mutant growth rescue, CellTiterGlo 48 h; 320,000 tested, 0.23% active;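 also: potency is read from the fitted curve at half-maximal effect; % of control where 0% means no effect; nearly all actives have a fitted effect of over 45% in size; temperature-sensitive fusion mutants such as fzo1-1 at 37 °C on non-fermentable ethanol glycerol medium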
#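 Growth-rescue viability read-out: after 48 h at the non-permissive 37C in glycerol/ethanol YPEG, yeast mitochondrial fusion mutants are measured by CellTiterGlo luminescence; compounds (23 nl pinned per well) restoring growth score as division inhibitors or fusion activators.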
# Eya2 phos inh = qHTS Assay for Inhibitors of the Phosphatase Activity of Eya2. Protein phosphatase EYA2 (Homo sapiens), O00167. recombinant Eya2, OMFP fluorescence dephosphorylation (OMFP is methylfluorescein phosphate). Potency, µM (series often up to 76.9 µM), for inactives: top-dose activity, negative = inhibition, usual class: inhibitors. 330,000 tested, 0.006% active. AID 488837, 2010; also: potency is read from the fitted curve at half-maximal effect; % is scaled to controls: 0 for no effect and ±100 for the full control effect
#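 Eya2 protein (added as 0.2 uM solution) was preincubated with compound for 10 min at ambient temperature in 50 mM HEPES pH 7.5, 50 mM NaCl, 5 uM MgCl2, 0.05% BSA, 1 mM DTT. OMFP (added at 50 uM) then reacted 10 min; fluorescence read at 485/525 nm.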
# ASM inhibitor = Inhibitors of Secretory Acid Sphingomyelinase (S-ASM): qHTS; 340,000 tested, 0.006% active; Sphingomyelin phosphodiesterase (Homo sapiens), P17405; placental ASM, HMU-PC fluorogenic substrate, 60 min; Potency, µM (doses to about 57.5 µM), for the others: at the highest dose activity change, negative = inhibition, usual class: inhibitors; AID 504937, 2011; also: potency is read from the fitted curve at half-maximal effect
# Target sequence (P17405 47-631 limits assumed): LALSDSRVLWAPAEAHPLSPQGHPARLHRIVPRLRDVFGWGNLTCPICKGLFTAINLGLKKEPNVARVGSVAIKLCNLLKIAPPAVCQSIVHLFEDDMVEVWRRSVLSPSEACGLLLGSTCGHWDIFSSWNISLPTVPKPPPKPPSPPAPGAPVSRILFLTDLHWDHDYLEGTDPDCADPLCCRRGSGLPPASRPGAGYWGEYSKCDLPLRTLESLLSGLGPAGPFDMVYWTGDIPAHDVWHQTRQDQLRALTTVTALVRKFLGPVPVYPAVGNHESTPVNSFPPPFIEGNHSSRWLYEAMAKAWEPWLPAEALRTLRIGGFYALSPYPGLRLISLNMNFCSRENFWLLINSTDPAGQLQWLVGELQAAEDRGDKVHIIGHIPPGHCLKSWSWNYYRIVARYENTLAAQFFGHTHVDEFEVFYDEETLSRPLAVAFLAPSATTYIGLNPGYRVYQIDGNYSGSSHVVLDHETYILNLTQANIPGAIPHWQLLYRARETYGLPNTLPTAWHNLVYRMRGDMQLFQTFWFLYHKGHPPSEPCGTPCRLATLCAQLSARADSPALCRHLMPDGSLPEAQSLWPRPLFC
#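 Human placenta-derived ASM enzyme was preincubated with compound for 10 minutes at room temperature, then given fluorogenic substrate HMU-PC0 (9 uM final) for 60 minutes at 37 °C; a pH 10 stop preceded fluorescence reading at Ex 386/Em 447 nm.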
# A-T KAP1 phos = qHTS Assay for Identifying a Potential Treatment of Ataxia-Telangiectasia | […] A-T fibroblasts, KAP-1 phosphorylation AlphaLISA; neocarzinostatin DNA damage 30 min before lysis | Potency, µM (series often up to 57.5 µM), inactives show at the highest dose activation, usual class: activators | 320,000 tested, 0.19% active; also: potency is read from the fitted curve at half-maximal effect; % of control where 0% means no effect; nearly all actives have a fitted effect of over 45% in size
#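 hTERT-immortalized A-T patient fibroblasts ([…]), 500 cells/well in OPTI-MEM, 1% FBS, got compounds for 60 min, then NCS for 30 min at 37C. Lysates were then assayed for phospho-KAP-1 by AlphaLISA (anti-pKAP1 donor, anti-KAP1 acceptor beads), 6 hr at 25C.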
# ELG1 repair inh = qHTS screen for small molecules that inhibit ELG1-dependent DNA repair in human embryonic kidney (HEK293T) cells expressing luciferase-tagged ELG1; AID 504467, 2011; HEK293T ELG1-luciferase reporter, luminescence, 16 h; DNA damage induced by 5-fluorouridine; Potency, µM (series often up to 46.1 µM), inactives show at the top dose activity change, negative = inhibition, usual class: inhibitors; 330,000 tested, 2.3% active; also: potency is read from the fitted curve at half-maximal effect; % is scaled to controls: 0 for no effect and ±100 for the full control effect; nearly all actives have a fitted effect of over 55% in size
#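 Cells (2,000 per well) received 5-fluorouridine plus test compound or DMSO and were incubated 16 hr at 37 °C, 5% CO2. Luciferase activity was read by luminescence 30 min after ONE-Glo addition; signal suppression marked inhibition of damage-induced ELG1 function.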
# BCR signal inh = qHTS Assay to Find Inhibitors of Chronic Active B-Cell Receptor Signaling; AID 493014, 2011; ABC-DLBCL IkBa-CBG/CBR reporter, luminescence ratio, 4 h; 340,000 tested, 0.05% active; Potency, µM (titrated, usually from 46.1 µM), for inactives: at the highest dose ratio change, negative = lower green/red ratio, actives largely listed as inhibitors; active = well fitted inhibition curve with a large enough effect in the signal ratio, with a control signal flat, not every such curve was filed as active; inconclusive = small, poorly fitted or top-dose-only effect, or effect the other way, or a change in a side signal; the % refers to the signal ratio;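 also: potency is read from the fitted curve at half-maximal effect; plate controls were basal doxycycline-induced cells for no effect and cells given 10 µM MG132 for full effect; MG132 reads +100%, hits lower the ratio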
#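 Doxycycline induced both beetle luciferases in TMD8 lymphoma cells; IKK-driven degradation limits the IkappaBalpha-fused green signal, while red luminescence normalises for cell number and nonspecific effects. Compounds tested up to 46 uM, 4 hrs.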
# TSHR antagonist = Antagonists of the Thyroid Stimulating Hormone Receptor: HTS campaign; activity change, negative = inhibition, % at 11.5 µM; TSHR-expressing cells, TSH-stimulated cAMP HTRF, 2 h; stronger effect = lower value; AID 504810, 2011; 330,000 tested, 0.2% active;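 active = activity change below a set negative limit, meaning inhibition stronger than a set level, cut at about -70% in these data; inconclusive = activity change between two set negative limits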; also: % is scaled to controls: 0 for no effect and ±100 for the full control effect
#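 Read-out is FRET at 665 nm (cryptate excitation 337 nm) from a cryptate-tagged anti-cAMP antibody, competed by cell cAMP against cAMP-d2. Compounds are tested on freshly harvested TSHR cells challenged with 4nM TSH (EC80) for 2 hours at 37 deg C.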
# TSG101-PTAP inh = qHTS Assay for Iinhibitors of HIV-1 Budding by Blocking the Interaction of PTAP/TSG101. Tumor susceptibility gene 101 protein (Homo sapiens), Q99816. Fluorescence polarization, FITC-PTAP peptide / Tsg101 binding. Potency, µM (titrated, usually from 115 µM), for the others: top-dose activity change, negative = inhibition, actives largely listed as inhibitors. 340,000 tested, under 10 active. AID 493005, 2010; active = well fitted inhibition curve with a large enough effect in the main read-out, with a control signal flat, not every such curve was filed as active; inconclusive = small, poorly fitted or top-dose-only effect, or effect the other way, or a change in a side signal; inactive = no such curve, though single readings can be large or run the other way; also: potency is read from the fitted curve at half-maximal effect; % of control where 0% means no effect
#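 Tsg101 binding domain (10 uM final) was mixed with compound and a FITC-labeled PTAP peptide (50 nM final) in HEPES pH 7.5 buffer with NaCl, Tween 20, EDTA and TCEP; fluorescence polarization was read after 20 min at r.t.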
# Tb PFK inh = qHTS Assay to Find Inhibitors of T. brucei phosphofructokinase; T. brucei PFK, ADP-Glo luminescence; Potency, µM (doses to about 57.5 µM), inactives show at the top dose activity, negative = inhibition, most hits filed as inhibitors; 330,000 tested, 0.17% active;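 also: potency is read from the fitted curve at half-maximal effect; 0% = uninhibited 1x PFK enzyme wells and -100% = no-enzyme wells; nearly all actives have a fitted effect of over 60% in size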
#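 Compounds were pin-transferred as a titration series up to 57 uM into substrate buffer (0.5 mM F6P, 0.1 mM ATP, pH 8.0), then 1.25 nM PFK was added and reactions ran 45 min before ADP-Glo detection.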
# The depositor's hits bear a star; ? = inconclusive. Unless noted, calls follow the shape of the dose curve; as a rule, active = well fitted curve in the direction sought with a large enough effect; inconclusive = small, poorly fitted or top-dose-only effect, or another doubt; inactive = no such curve, though single readings can be large; an effect the other way counts as inactive or inconclusive.
1) COc1cccc(/C=N/NC(=O)CNC(=O)c2cccnc2)c1O
2) CCOc1cc(Br)cc(/C=N/NC(=O)c2cccnc2)c1O
3) Cc1nc(SCC(=O)NC2CCCC2)[nH]c(=O)c1C
4) CCS(=O)(=O)N1CCC(C(=O)N2CCN(c3ccccc3)CC2)CC1
5) O=c1c(Cc2c(F)cccc2Cl)c(O)ccn1Cc1ccc(F)cc1
6) Cc1[nH][nH]c(=O)c1N=Nc1ccc(F)cc1
7) CC(=O)Nc1cccc(OCCCNS(=O)(=O)c2ccc(C#N)cc2)c1
screen / no.	1	2	3	4	5	6	7
TCR activator	-1%	5%	-4%	-3%	-3%	2%	1%
Integrin act MD	-11%	-29%	-23%	-13%	0%	9%	-22%
Mito fusion act	3%	2%	1%	4%	21%	11%	1%
Eya2 phos inh	8%	-11%	2%	2%	10%	0%	1%
ASM inhibitor	26%	-4%	4%	1%	0%	-4%	2%
A-T KAP1 phos	0%	-4%	-1%	6%	3%	-32%	-2%
ELG1 repair inh	?	?	-1%	11%	-7%	?	-1%
BCR signal inh	0%	-10%	3%	16%	5%	-1%	-14%
TSHR antagonist	0	3	0	1	-5	0	11
TSG101-PTAP inh	-6%	-1%	1%	-1%	-9%	-4%	0%
Tb PFK inh	1%	3%	-2%	0%	-5%	3%	3%

# Two of the compounds above, with two lines to a compound:
# The line under a structure holds: TCR activator | Integrin act MD | Mito fusion act | Eya2 phos inh | ASM inhibitor | A-T KAP1 phos | ELG1 repair inh | BCR signal inh | TSHR antagonist | TSG101-PTAP inh | Tb PFK inh
4) CCS(=O)(=O)N1CCC(C(=O)N2CCN(c3ccccc3)CC2)CC1
  -3% | -13% | 4% | 2% | 1% | 6% | 11% | 16% | 1 | -1% | 0%
5) O=c1c(Cc2c(F)cccc2Cl)c(O)ccn1Cc1ccc(F)cc1
  -3% | 0% | 21% | 10% | 0% | 3% | -7% | 5% | -5 | -9% | -5%

# Limited to TSHR antagonist, Mito fusion act and Eya2 phos inh, for three of the compounds above:
no. | compound | TSHR antagonist | Mito fusion act | Eya2 phos inh
4 | CCS(=O)(=O)N1CCC(C(=O)N2CCN(c3ccccc3)CC2)CC1 | 1 | 4% | 2%
5 | O=c1c(Cc2c(F)cccc2Cl)c(O)ccn1Cc1ccc(F)cc1 | -5 | 21% | 10%
6 | Cc1[nH][nH]c(=O)c1N=Nc1ccc(F)cc1 | 0 | 11% | 0%

# Bioassay records from PubChem.
